TRPML3 ag = human mucolipin-3 channel agonism; HEK293 TRPML3-YFP, Fluo-8 calcium fluorescence; 100% = the carbachol control signal; 220,000 compounds, 0.29% hits; activation, % at 3 µM; Q8TDD5;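 active = activation above its plate's cutoff, the mean activation of the plate's test wells plus 3 SD, cut at about 12% in these data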;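 also: 0% = DMSO only wells and 100% = carbachol wells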
Target sequence (Q8TDD5 whole entry, looked up): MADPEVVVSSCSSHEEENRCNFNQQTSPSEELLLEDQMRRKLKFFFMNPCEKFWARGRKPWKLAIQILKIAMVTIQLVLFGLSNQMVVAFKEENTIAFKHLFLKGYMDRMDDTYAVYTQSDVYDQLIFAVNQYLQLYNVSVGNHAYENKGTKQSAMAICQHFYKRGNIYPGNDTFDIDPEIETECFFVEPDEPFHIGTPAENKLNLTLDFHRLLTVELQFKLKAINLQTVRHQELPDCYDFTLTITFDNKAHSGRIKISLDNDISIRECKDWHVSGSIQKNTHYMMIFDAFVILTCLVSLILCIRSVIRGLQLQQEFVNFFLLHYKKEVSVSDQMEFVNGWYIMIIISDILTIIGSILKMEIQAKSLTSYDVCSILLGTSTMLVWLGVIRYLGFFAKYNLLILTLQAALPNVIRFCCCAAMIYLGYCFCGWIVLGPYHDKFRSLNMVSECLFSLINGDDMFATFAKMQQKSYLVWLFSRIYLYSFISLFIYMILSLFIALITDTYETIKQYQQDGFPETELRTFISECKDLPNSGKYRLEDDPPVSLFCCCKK
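Material: TRPML3-YFP stable HEK293 cells | Dosing: One concentration, 3 µM nominal, 0.3% DMSO | Timing: 125 s total fluorescence read per well | Technique: Fluo-8 calcium dye fluorescence, ex 470-495, em 515-575 nm | Measure: Percent activation from peak-to-basal fluorescence ratio, scaled between DMSO and carbachol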
p47phox inh = blocks human p47phox regulatory protein of NADPH oxidases; P14598; p47phox/p22phox peptide binding, fluorescence polarization, 2 h; inhibition, % at 24.7 µM; 220,000 compounds, 0.53% hits; AID 1274;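 active = inhibition above about 30%, limit read from the data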;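 also: 0% = p47phox with labelled peptide and 100% = labelled peptide alone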
CHOP inhibitor = inhibitors of CHOP induction in ER stress response; AID 2732; inhibition, % at 10 µM; CHO-K1 CHOP-promoter luciferase, tunicamycin-induced, 15-18 h; 220,000 compounds, 3.8% hits;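 active = compounds that reduced the stress-induced luciferase reporter signal by more than about 70% of percent inhibition, limit read from the data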;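 also: 0% = tunicamycin plus vehicle and 100% = wells without tunicamycin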
TNF necrop inh = blocks TNF-alpha induced death of Jurkat FADD-/- cells | Jurkat FADD-/- TNF necroptosis rescue, ATP luminescence, 24 h; 0 = TNF only, 100 = no-TNF cells | activation (protection from cell death), % at 10 µM | 220,000 compounds, 0.068% hits | AID 463075;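 active = activation, meaning protection from cell death, of at least 50% relative to plate controls; inactive = activation below 50%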;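 also: necroptosis triggered by 40 ng/mL TNF-alpha added together with compound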
Runt-SMMHC FRET = blocks binding of human RUNX1 Runt domain to CBFb-SMMHC | Cerulean-Runt/Venus-CBFb-SMMHC FRET ratio 530/480, 1 h | AID 1434 | inhibition, % at 20 µM | 220,000 compounds, 0.74% hits;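 active = mean inhibition across duplicate retests at 20 µM reaching about 50%, limit read from the data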;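 also: 0% = DMSO wells and 100% = wells with excess untagged CBFb-SMMHC; inhibitors lower the FRET ratio by blocking Runt binding to CBFb-SMMHC; some results filed as inactive read as strong as hits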
EBV gp42 block = blocks Epstein-Barr virus glycoprotein 42 binding | AID 1085 | Fluorescence polarization binding assay, mP read-out | Q1HVG2 | 220,000 compounds, 0.42% hits | inhibition, % (tested at 21.74 µM); in the data active = inhibition above about 50%
Mdm2 ligase inh = blocks human Mdm2 ubiquitin ligase activity; AID 1230; 210,000 compounds, 0.11% hits; cell-based MDM2 ubiquitination luciferase reporter, 2 h; 0 = plate control, 100 = twice control, blank-subtracted; signal enhancement, % at 5 µM;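 active = signal enhancement of 30% or more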;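 also: luminescence tracks abundance of the self-degrading MDM2-luciferase fusion protein; higher signal means inhibition of MDM2 E3 ligase activity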
Target sequence (Q00987 whole entry, looked up, the tested form may be a part): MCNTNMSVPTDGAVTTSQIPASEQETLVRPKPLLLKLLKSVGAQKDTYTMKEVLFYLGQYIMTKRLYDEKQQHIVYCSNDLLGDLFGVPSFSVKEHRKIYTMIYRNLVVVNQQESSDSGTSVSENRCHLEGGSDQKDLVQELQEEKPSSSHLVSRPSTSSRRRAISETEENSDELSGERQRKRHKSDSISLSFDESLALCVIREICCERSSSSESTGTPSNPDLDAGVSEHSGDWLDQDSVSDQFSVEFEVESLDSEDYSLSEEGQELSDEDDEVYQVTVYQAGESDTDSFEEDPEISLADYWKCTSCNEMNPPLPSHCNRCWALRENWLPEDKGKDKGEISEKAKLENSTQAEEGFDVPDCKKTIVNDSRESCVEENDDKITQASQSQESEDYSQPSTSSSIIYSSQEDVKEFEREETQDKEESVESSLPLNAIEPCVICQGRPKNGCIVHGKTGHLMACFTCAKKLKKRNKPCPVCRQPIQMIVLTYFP
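Buffer or medium: Cells held in DMEM | Assay system: Stable mammalian line carrying autodegrading MDM2–luciferase fusion reporter | Quantity: 2000 cells/well | Times: 4 h settle plus 2 h compound, 37 °C | Doses: One concentration, 5 µM, with 0.2% DMSO | Technique: Luminescence with SteadyLite reagent, 15 min at room temperature | Benchmarks: Plate controls and plate blanks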
PPC-1+TRAIL kill = kills PPC-1 cancer cells in the presence of TRAIL. cell killing (% activity), % at 4 µM. 220,000 compounds, 0.41% hits. PPC-1 cells + TRAIL, ATPLite viability luminescence;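 active = cell killing above 50% in the first pass at 4 µM, then a duplicate retest at 5 µM averaging 50% or more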;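 also: plate controls were cells with TRAIL plus DMSO for no effect and medium-only wells lacking cells for full effect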
zfTRPN1 agonist = agonists of zebrafish TRPN1 channel | HEK293 zebrafish TRPN1-YFP, Fluo-8 calcium fluorescence; 100% = response to 87 µM carbachol | activation, % at 3 µM | 220,000 compounds, 0.18% hits;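 active = activation above its plate's cutoff, the mean activation of test wells on that plate plus 3 SD, cut at about 19% in these data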;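 also: 0% = DMSO alone and 100% = 87 µM carbachol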
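System: zebrafish TRPN1-YFP in HEK293 cells / Dosing: 3 µM single point / Timing: dye loading 1 h at 37 °C, then 30 min room temperature / Signal: Fluo-8 calcium fluorescence, excitation 470-495 nm, emission 515-575 nm / Read-out basis: percent activation from peak over basal fluorescence ratio, control-normalized / Control set: high carbachol 87 µM, low DMSO alone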
Numbers without * were called inactive; · = no result given; [ ] = another dose, or the depositor's remark.

Every second line gives: CHOP inhibitor	TNF necrop inh	TRPML3 ag	EBV gp42 block	zfTRPN1 agonist	Mdm2 ligase inh	PPC-1+TRAIL kill	Runt-SMMHC FRET	p47phox inh
O=C(Nc1ccc(C(=O)O)cc1)/C(=C/c1ccc2c(c1)OCO2)NC(=O)c1cccc(Br)c1
    -27	1.8	0.6	-2	0.0	-9	15	-2	-1
CCOc1ccc(Cc2nnc(N)s2)cc1OCC
    47	0.6	0.2	-23	-0.2	-25	17	-1	0
Oc1ccc(CNCC2COc3ccccc3O2)cc1 (centres undefined)
    -9	-0.4	0.0	-24	-0.3	-19	23	-1	-1
CCn1c(SCC(=O)Nc2ccccc2OC)nc(O)cc1=O
    21	1.4	2.1	-17	0.5	-9	14	0	-30
O=C(OCc1ccccc1Cl)c1cccnc1Cl
    23	0.5	-0.3	-15	-1.8	-26	13	1	1
COc1cccc(NC(=O)Cn2c(CCC(=O)O)ccc2-c2cccs2)c1
    -8	0.1	0.5	4	1.2	-14	11	26	0
Cn1nc(N)c2c(-c3ccc(Cl)cc3)c(C#N)c(N)nc21
    5	1.5	0.4	-19	0.7	-10	26	-1	62*
CC(C)(C)NC(=O)NC(=O)COC(=O)CNC(=O)c1cccc(F)c1
    13	0.6	0.7	-2	1.5	-3	3	-6	4
O=C1CC(O)(C(F)F)Oc2ccc3ccccc3c21 (centres undefined)
    37	-4.0	-0.1	-4	-0.3	-2	-22	2	-17
CC(C)(C)NC(=O)COC(=O)c1ccccc1C(=O)c1ccccc1
    14	0.6	-0.8	-12	-1.6	-1	18	2	2
Cc1cc[n+](-c2[nH]c(=O)sc2/C=N/NC([S-])=Nc2ccccc2)cc1
    12	1.0	5.3	59*	5.6	-9	22	-43	-29
NC(=O)c1cc(S(=O)(=O)NC2CCCCC2)co1
    1	1.4	0.1	-1	0.2	-16	46	1	-2
CC(=O)Nc1ccc(-c2csc(NC(=O)Nc3ccccc3)n2)cc1
    24	-6.5	2.8	-9	6.6	-12	22	1	-32
Cc1ccc(-c2cc(C(F)(F)F)n3ncc(C(=O)O)c3n2)cc1
    -28	-1.1	0.1	-8	1.1	·	9	-3	-21
Cc1ccc(S(=O)(=O)NNC(=S)Nc2ccccc2)cc1
    22	0.5	0.1	-6	-0.9	-1	34	1	-1
O=C(CN(Cc1cccs1)C(=O)CNS(=O)(=O)c1ccc(F)cc1)NCC1CCCO1 (centres undefined)
    -12	-0.1	0.2	8	-0.3	-2	3	0	-11
CCOc1ccccc1NC(=S)NCc1ccco1
    26	-7.8	0.7	-4	-0.6	-88	14	7	-1
COc1ccc(/C=N/NC(=O)c2ccc(Cl)cc2Cl)cc1COC(C)=O
    10	-8.0	-1.0	4	0.0	-15	20	-1	9
CCc1noc(C)c1C(=O)N1CCCC(CCC(=O)NCc2ccc(F)c(F)c2)C1 (centres undefined)
    4	1.8	0.4	-1	-0.9	-28	-17	0	-2
O=C(c1ccccc1)c1nn(-c2cccc(Cl)c2)ccc1=O
    15	1.9	-0.5	-6	1.3	-12	17	-1	2
CN(c1ccccc1C(=O)Nc1cccc([N+](=O)[O-])c1)S(C)(=O)=O
    -13	1.6	0.9	7	-1.0	-9	12	3	-2
O=C(NNc1cc(Cl)cc(Cl)c1)c1c(F)cccc1Cl
    30	4.5	0.9	-8	-1.2	2	13	-1	1
Cc1ccccc1NC(=O)CSc1nc2cc3c(cc2cc1C)CCC3
    68	-14	0.4	3	1.4	-1	-2	-1	-7
CS(=O)(=O)N1CCN(c2ccc([N+](=O)[O-])c(SCc3ccco3)c2)CC1
    21	0.9	0.8	6	-0.9	-6	2	34	-17
Cc1ccc2nc3c(cc(C#N)c(=N)n3Cc3cccnc3)c(=O)n2c1
    22	-2.2	0.3	-18	3.5	0	·	·	-7
O=C(c1ccc(Br)o1)N(c1ccc(Br)cc1)C1C=CS(=O)(=O)C1 (centres undefined)
    23	0.1	-0.2	-6	1.3	-13	-2	-2	-23
COc1ccc(NC(=S)Nc2nc(CC(=O)Nc3ccccc3OC)cs2)cc1
    28	-6.6	-0.1	2	3.6	9	9	-2	-24
COc1ccc(CCN(Cc2cccs2)S(=O)(=O)c2ccc(-n3cnnn3)c(OC)c2)cc1OC
    16	-0.6	1.6	-23	0.6	7	-7	-3	-10
CC(=O)c1ccc(NC(=O)Nc2ccc(Br)cc2C)cc1
    61	1.0	1.8	-14	2.5	-14	4	3	-4
CCS(=O)(=O)NCc1ccc2[nH]c3c(c2c1)CCCC3
    -3	-2.0	0.6	12	-0.3	-4	2	-83	-16
CC(=O)n1cc(N(C(=O)CCl)c2ccc(Cl)cc2)c2ccccc21
    107*	-28	-0.1	-7	0.4	-7	39	-1	-1
CCCOC(=O)CC1C(=O)NCCN1Cc1ccc(F)cc1 (centres undefined)
    20	-0.1	0.0	-10	1.7	-14	7	-2	6
CN1CCN(c2ccccc2NC(=O)COc2ccc(Br)cc2)CC1
    22	1.7	0.9	-9	-0.9	-12	-6	-2	5
OCC1CCCN(C(=S)Nc2ccc(Oc3ccccc3)cc2)C1 (centres undefined)
    -5	-0.5	1.1	-13	1.8	-7	16	1	-8
COc1ccc(NS(=O)(=O)c2cc(NC(=O)c3cc(F)c(F)c(F)c3F)ccc2N2CCCC2)cc1
    7	-16	0.0	-14	0.1	·	-5	-6	-28
O=c1cc(CN2CCOCC2)nc(C2CC2)[nH]1
    11	-1.9	0.9	-16	0.2	2	-16	-1	2
Cc1ccc(-c2nc(C)sc2CC(=O)NCc2ccco2)cc1
    16	-6.9	0.1	-1	-1.3	3	13	3	-80
COC(=O)c1cccc(S(=O)(=O)N(Cc2ccco2)Cc2cc3ccc(OC)cc3[nH]c2=O)c1
    20	-7.4	0.5	-9	1.6	-7	-9	2	-13
Cc1nnc(NCc2n[nH]c(=O)c3ccccc23)c2ccccc12
    55	-0.7	0.2	-16	-0.3	9	-15	-2	-1
CC(=O)c1ccc(OCC(C)C)c(CC(C(N)=O)C(N)=O)c1
    15	-0.2	0.4	-13	2.1	-16	-2	-2	2
Cn1c(SCc2ccc(F)cc2)nnc1-c1ccccn1
    -26	1.4	-0.6	-22	0.7	2	-27	4	5
CCOC(=O)N1CCC(Nc2c(Nc3ccc(C)c(C)c3)c(=O)c2=O)CC1
    -22	6.5	-0.4	-7	-0.2	-4	-3	-3	-20
CCOc1cc(C(=S)N2CCOCC2)ccc1OC
    4	-0.2	0.5	-12	-0.7	·	-14	-7	-3
Cc1cccc(NC(=O)CN2CCCN(S(=O)(=O)c3ccc(Br)s3)CC2)c1
    17	-1.4	-0.6	3	-0.6	5	1	8	-17
COc1ccc(-n2c(=O)c3ccccc3c3ccccc3c2=O)c(OC)c1
    -13	-2.1	-0.1	12	1.3	-7	26	0	1
Cc1ccccc1-n1c(Cn2c(=O)sc3ccccc32)nnc1SC(C)C
    21	0.6	0.2	-10	-0.8	-8	-10	2	-4
CCC(=O)N/N=C(\C)CC(=O)Nc1ccc(F)cc1
    11	0.7	0.8	-2	0.2	-1	6	3	-2
CC1CCCCN1S(=O)(=O)c1ccc(NC(=O)CSc2nnnn2C)cc1 (centres undefined)
    15	3.7	0.9	-21	0.4	-5	4	2	-9
COc1ccc(NC(=O)C2CCCN(S(=O)(=O)c3c(C)[nH]c(=O)[nH]c3=O)C2)cc1 (centres undefined)
    7	-0.7	0.4	-2	-0.1	5	-1	-3	0
N#CC1=C(N)C(C#N)(C#N)C(c2cccnc2)C2CN(C(=O)OCc3ccccc3)CC=C12 (centres undefined)
    8	-11	0.1	-6	0.0	-2	11	10	-2
Cc1c(NC(=O)C(C)OC(=O)CC2CC3CCC2C3)c(=O)n(-c2ccccc2)n1C (centres undefined)
    7	0.9	1.2	-5	0.7	-2	13	0	-10
O=C(N/N=C/c1c(O)ccc2ccccc12)c1cccc(C(F)(F)F)c1
    78*	-12	15*	-83	35*	-10	49	77	-30
Cn1nc(C(=O)OCC(=O)Nc2ccc3ccccc3c2)c2ccccc2c1=O
    16	0.3	0.6	-12	0.3	7	6	0	-11
O=C(c1ccccc1)N1CCN2C(=O)c3ccccc3C12c1ccc(Cl)cc1 (centres undefined)
    -66	-10	-0.8	7	-0.2	3	16	-1	-4
CSc1nnc(-c2cccc(NC(=S)NN)c2)o1
    17	-0.8	0.4	-18	2.0	-8	12	1	-4
COc1ccc(N2C(=O)CCC2=O)cc1
    -17	1.0	0.5	4	-0.2	-15	40	-7	-3
O=C(c1ccccc1)N1CCC(O)(c2ccc3c(c2)OCO3)CC1
    20	-1.0	0.9	2	0.2	-6	0	-2	-12
O=C(Nc1nc(-c2nc3ccccc3s2)cs1)c1ccco1
    -5	0.8	-0.3	-6	0.9	-15	·	-25	0
COc1ccc(S(=O)(=O)N2CCSC2c2ccccc2)cc1 (centres undefined)
    41	-0.6	-1.0	6	-2.6	-8	-7	-5	0
Cc1ccc(C(=O)NC2CC(C)(C)NC(C)(C)C2)cc1C
    6	0.8	0.2	-28	0.5	-3	17	-8	-27

(more compounds)
Every second line gives: CHOP inhibitor	TNF necrop inh	TRPML3 ag	EBV gp42 block	zfTRPN1 agonist	Mdm2 ligase inh	PPC-1+TRAIL kill	Runt-SMMHC FRET	p47phox inh
O=C(NCCCCNC(=O)c1cccnc1)c1cccnc1
    28	-0.6	0.5	-10	1.3	-7	9	2	-7
CC(C)CCNC(=S)Nc1ccc(Br)cc1
    7	-8.6	3.5	-4	5.0	-9	24	3	-12
CCNC(=O)NC(=O)C(C)OC(=O)C1CCN(S(=O)(=O)c2ccc(C)c(C)c2)CC1 (centres undefined)
    14	1.7	0.4	-34	0.6	-6	30	-1	-28
CCCCN(C)C(=O)C1CCN(CCCc2ccccc2)CC1
    -9	-0.4	-0.1	-17	0.7	-5	0	0	-4
CCc1ccc(S(=O)(=O)c2n[nH]n3c2nc(=O)c2ccccc23)cc1
    0	-1.8	-0.1	-12	1.5	-13	22	3	-5
CN(CC(=O)O)c1ccc(C(F)(F)F)cc1[N+](=O)[O-]
    8	0.0	0.3	-11	0.7	-15	2	-1	4
c1ccc(CCNc2ccnc3cc4ccccc4cc23)cc1
    39	-14	2.7	-9	3.0	-39	27[5 µM]	93*	-15

Screens: PubChem BioAssay, several laboratories

Compounds as they come; about 5.9% have a hit in one of these screens.
